Screening results as filed in PubChem BioAssay.
Epigenetic reg: regulators of epigenetic silencing causing reporter derepression in mouse cells. murine LDR cells, GFP reporter derepression, 30 h. Potency, µM (top dose mostly 53.9 µM), for the others: top-dose GFP activation, usual class: activators. 280,000 tested, 0.2% active. AID 1865; further: % of control where 0% means no effect; nearly all actives have a fitted effect of over 60% in size
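Murine LDR cells carrying a silenced, genomically integrated CMV-driven GFP reporter were exposed to compound for 30 hours at 37 C. After PBS washes, GFP-positive cells (20–120 um objects) were counted by laser-scanning microplate cytometry.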
NPSR antag: antagonists of human neuropeptide S receptor cAMP signaling | AID 1461 | 220,000 tested, 1% active | Q6W5P4 | Potency, µM (series often up to 38.3 µM), without a hit: at the highest dose activity change, negative = inhibition, hits mostly inhibitors | CHO-NPSR cells, cAMP TR-FRET, antagonist mode; further: on the % scale 0 is the no-effect control and ±100 the full control effect; nearly all actives have a fitted effect of over 50% in size; many of its hits are not listed in these tables
Target sequence (Q6W5P4 whole entry, looked up): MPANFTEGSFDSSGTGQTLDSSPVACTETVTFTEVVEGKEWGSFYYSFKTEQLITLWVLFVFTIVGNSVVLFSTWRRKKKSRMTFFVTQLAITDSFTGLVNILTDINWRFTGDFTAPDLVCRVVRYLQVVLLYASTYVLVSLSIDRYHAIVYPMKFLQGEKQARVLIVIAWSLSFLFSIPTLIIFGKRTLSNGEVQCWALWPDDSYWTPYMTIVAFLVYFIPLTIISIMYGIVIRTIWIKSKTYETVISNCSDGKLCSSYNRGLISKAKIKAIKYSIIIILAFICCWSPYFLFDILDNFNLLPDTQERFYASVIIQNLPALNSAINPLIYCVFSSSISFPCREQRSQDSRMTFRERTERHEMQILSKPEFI
KDM4E inh: blocks human JMJD2E demethylase activity | B2RXH2 | JMJD2E catalytic domain, FDH-coupled NADH fluorescence (FDH is formaldehyde dehydrogenase) | Potency, µM (top dose mostly 57.1 µM), for inactives: at the top dose activity change, negative = inhibition, most hits filed as inhibitors | 230,000 tested, 1.6% active | AID 2147; active means well fitted inhibition curve with a large enough effect, not every such curve was filed as active; inconclusive means small, poorly fitted or top-dose-only effect, or another doubt; inactive means no such curve, though single readings can be large or run the other way;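 further: 0% = wells with enzyme and -100% = buffer wells without enzyme; nearly all actives have a fitted effect of over 50% in size; many of its hits are not listed in these tables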
Target sequence (B2RXH2 1-337 limits assumed): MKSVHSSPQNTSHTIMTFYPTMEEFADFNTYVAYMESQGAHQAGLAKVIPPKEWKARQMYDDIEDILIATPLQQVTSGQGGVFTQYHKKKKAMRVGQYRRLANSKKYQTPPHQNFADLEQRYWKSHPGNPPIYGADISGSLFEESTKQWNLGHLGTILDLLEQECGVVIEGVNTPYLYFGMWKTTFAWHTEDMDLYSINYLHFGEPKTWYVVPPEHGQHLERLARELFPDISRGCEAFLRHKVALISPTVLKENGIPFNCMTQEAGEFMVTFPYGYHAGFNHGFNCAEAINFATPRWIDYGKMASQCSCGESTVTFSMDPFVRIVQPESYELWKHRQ
IMPase Li inh: IMPase inhibition in cells with lithium potentiation; CHO-M1 cells, IP1 TR-FRET (IP-One), carbachol + lithium; Potency, µM (titrated, usually from 59.4 µM), inactives show top-dose activity, negative = IMPase inhibition, most hits filed as inhibitors; 210,000 tested, 0.35% active;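 further: IP1 builds up when IMPase is blocked and the TR-FRET signal falls; plate controls were basal vehicle for no effect and high inhibitor control for full effect; nearly all actives have a fitted effect of over 50% in size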
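IP1 accumulation measured by competitive TR-FRET in lysed CHO-M1 cells after 30 min compound exposure at 37C, with a small lithium addition to potentiate weak responses. Hill-equation AC50 from ratio and donor-channel data.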
RECQ1 inh: blocks DNA unwinding by human RECQ1. P46063. RECQ1 DNA unwinding, red fluorescence kinetic read. Potency, µM (series often up to 57.3 µM), without a hit: top-dose activity, negative = inhibition, usual class: inhibitors. 240,000 tested, 0.54% active;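 further: plate controls were vehicle for no effect and no enzyme for full effect; nearly all actives have a fitted effect of over 30% in size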
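RECQ1T1 50 nM; forked duplex (20 bp + 30-nt ss tails) 200 nM, ATP 2 mM final; pH 8.0, 2 mM MgCl2, 2.5 ug/ml poly(dI-dC); 15 min compound preincubation; discontinuous kinetic read over 2 h at RT.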
SMN2 splice up: increases expression of the SMN2 splice variant | HEK293 SMN2-luciferase splicing reporter, luminescence, 30-36 h | Potency, µM (series often up to 46.1 µM), for the others: at the highest dose activity change, positive = activation, most hits filed as activators | 210,000 tested, 2.8% active | AID 1458; further: % of control where 0% means no effect; nearly all actives have a fitted effect of over 55% in size
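qHTS luciferase splicing reporter: luminescence rises when SMN2 exon 7 is included in transfected HEK293 cells. Compound exposure lasted 30-36 h at 37C, with 4.5 mM final sodium butyrate as control, followed by a ONE-Glo read.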
Luc counter: counter-screen: inhibitors of Kinase-Glo firefly luciferase. 200,000 tested, 0.28% active. Potency, µM (doses to about 38.3 µM), inactives show at the top dose activity change, negative = inhibition, actives largely listed as inhibitors. AID 1379. Kinase-Glo luciferase, ATP luminescence, 8 min; further: on the % scale 0 is the no-effect control and ±100 the full control effect; nearly all actives have a fitted effect of over 60% in size
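Compounds were added to a substrate mix at pH 7.2 (50 mM imidazole, 10 uM ATP, within the enzyme's linear range), followed by Kinase-Glo detection reagent; luminescence was measured after 8 minutes at ambient temperature.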
RGS12 GoLoco inh: RGS12 GoLoco-Gai1 interaction inhibition. P63096. Gai1:RGS12 GoLoco peptide FP, rhodamine, 10 min. Potency, µM (series often up to 61.6 µM), inactives show at the top dose activity, negative = inhibition, usual class: inhibitors. 230,000 tested, 0.44% active. AID 880; active means well fitted inhibition curve with a large enough effect, not every such curve was filed as active; inactive means no such curve, though single readings can be large or run the other way; further: on the % scale 0 is the no-effect control and ±100 the full control effect; nearly all actives have a fitted effect of over 30% in size; many of its hits are not listed in these tables
Target sequence (P63096 whole entry, looked up): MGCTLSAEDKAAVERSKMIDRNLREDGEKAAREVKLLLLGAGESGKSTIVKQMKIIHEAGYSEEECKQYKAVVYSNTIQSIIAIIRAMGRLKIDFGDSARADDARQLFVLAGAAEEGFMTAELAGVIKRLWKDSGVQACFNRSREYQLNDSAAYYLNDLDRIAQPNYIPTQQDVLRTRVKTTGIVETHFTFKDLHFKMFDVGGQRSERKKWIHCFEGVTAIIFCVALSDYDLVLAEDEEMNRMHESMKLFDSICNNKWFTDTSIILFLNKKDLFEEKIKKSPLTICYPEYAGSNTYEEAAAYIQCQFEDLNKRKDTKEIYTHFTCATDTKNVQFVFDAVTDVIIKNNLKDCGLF
Starred values were filed as active, the others as inactive; i = inactive; ? = inconclusive; . = not tested or not shown; [ ] = dose if it differs, or a comment. Unless noted, the call rests on the fitted dose curve; in most records, active means well fitted curve in the direction sought with a large enough effect; inconclusive means small, poorly fitted or top-dose-only effect, or another doubt; inactive means no such curve, though single readings can be large; an effect the other way counts as inactive or inconclusive. Potency means the concentration at half of the fitted maximal effect.

(1) CC1CCCCN1Cc1nc2c(c(=O)n(C)c(=O)n2C)n1CCc1ccccc1 (stereo not given)
(2) Cc1ccc(-n2c(SCC(N)=O)nc(O)cc2=O)cc1
(3) COc1ccc2c(=O)c(-c3ccccc3C)c(C)oc2c1
(4) COc1ccc2[nH]c(=O)c(CN(CCO)S(=O)(=O)c3ccc4c(c3)OCCO4)cc2c1
(5) O=C(COC(=O)[C@H](Cc1ccccc1)NC(=O)c1cccs1)NC1CCCCC1
(6) CC1(C)Cc2c(sc(NC(=O)c3ccc(Br)o3)c2C#N)CO1

compound no.	1	2	3	4	5	6
Epigenetic reg	0.0%	-11%	-1.9%	-0.8%	1.1%	-1.0%
NPSR antag	-12%[46.1 µM]	16%	-8%[46.1 µM]	-6%[46.1 µM]	21%	-5%[46.1 µM]
KDM4E inh	4%	-3%	-5%	?	-1%	?
IMPase Li inh	29%[38.3 µM]	-5%	-12%[38.3 µM]	1%[38.3 µM]	21%	-9%[38.3 µM]
RECQ1 inh	-7%	-9%	i	-7%	-3%	-4%
SMN2 splice up	-23%	-7%	-16%	9%	25%	13µM*
Luc counter	-1%	2%	-3%	0%	3%	-1%
RGS12 GoLoco inh	-2%	37%[activator]	3%	7%	-12%	16%

(7) COc1ccc([N+](=O)[O-])cc1NC(=O)COC(=O)C=C(C)C
(8) Cc1cc(C)c2cc(CN(CC3CCCO3)S(=O)(=O)c3ccc4c(c3)OCCO4)c(=O)[nH]c2c1 (stereo not given)
(9) O=C(N/C(=C\c1ccco1)C(=O)N1CCOCC1)c1ccco1
(10) Cc1nn(-c2ccccc2)c(C)c1NC(=O)COc1ccc(Br)cc1Cl
(11) Cc1cccc(C)c1NC(=S)N(CCc1ccncc1)C(C)C
(12) COc1ccccc1CNCc1cccs1

compound no.	7	8	9	10	11	12
Epigenetic reg	2.3%	-4.3%	0.2%	-0.9%	-0.3%	-1.1%
NPSR antag	0%	?	-21%	-27%[46.1 µM]	1%	-3%[46.1 µM]
KDM4E inh	6%	60%	-13%	1%	9%	-2%
IMPase Li inh	0%	-7%[38.3 µM]	1%	.	7%	10%[38.3 µM]
RECQ1 inh	13%	-15%	-10%	-5%	-2%	11%
SMN2 splice up	-15%	9%	.	.	.	-1%
Luc counter	-2%	12%	-1%	.	.	-3%
RGS12 GoLoco inh	3%	14%	-4%	.	3%	0%

(13) Cc1ccc(N2C(=O)c3ccccc3C2Nc2ccc(S(=O)(=O)N3CCCCC3)cc2)nc1 (stereo not given)
(14) Cn1c(CCN2CCN(c3ccc(F)cc3)CC2)nc2cc(NC(=O)c3ccco3)ccc21
(15) CCN(CC)CCC(=O)c1ccc(F)cc1
(16) CCc1nnc(NC(=O)CCN(c2ccc(C)cc2)S(=O)(=O)c2ccccc2)s1
(17) CCc1ccc(Nc2oc(C)cc(=O)c2C(C)=O)cc1
(18) Cc1cc(Nc2cccc(C(F)(F)F)c2)n2nc(C)nc2n1

compound no.	13	14	15	16	17	18
Epigenetic reg	-0.2%	-1.1%	0.2%	-1.3%	-0.2%	0.0%
NPSR antag	-13%[46.1 µM]	-17%[46.1 µM]	-20%	9%	-9%[46.1 µM]	-9%[46.1 µM]
KDM4E inh	-12%	-4%	2%	-1%	-2%	-3%
IMPase Li inh	2%[38.3 µM]	-1%[38.3 µM]	8%	-15%	-11%[38.3 µM]	22%[38.3 µM]
RECQ1 inh	-4%	-1%	16%	-18%	11%	-3%
SMN2 splice up	-1%	-42%[inhibitor]	.	-11%	-10%	25%
Luc counter	2%	-5%	-3%	-1%	-5%	2%
RGS12 GoLoco inh	8%	4%	2%	-19%	8%	-3%

(19) Cc1nc(SCC(=O)O)n[nH]1
(20) CC(C)OC(=O)CSc1nnc(-c2ccc(C(C)(C)C)cc2)n1N
(21) Cc1ccc(-c2c(C)sc3ncn(CC(=O)N4CCOCC4)c(=O)c23)cc1C
(22) Cc1c(Br)cc(C(=O)NCc2ccco2)c(C)c1C
(23) CCc1ccc(OCC(O)CN2CCC(CN3C(=O)c4cccc5cccc(c45)C3=O)CC2)cc1 (stereo not given)
(24) C=CCNC(=S)/C(=C(/[O-])c1ccc([N+](=O)[O-])cc1)[n+]1ccccc1

compound no.	19	20	21	22	23	24
Epigenetic reg	0.0%	0.9%	0.2%	-1.0%	-0.9%	-1.4%
NPSR antag	-36%	1%[46.1 µM]	-8%	-8%[46.1 µM]	-43%	5%
KDM4E inh	-7%	-14%	-5%	6%	-3%	22µM*
IMPase Li inh	.	4%	.	31%[activator][38.3 µM]	16%	7%
RECQ1 inh	-6%	-20%	i	-4%	-19%	-8%
SMN2 splice up	.	4%	.	21%	-51%[inhibitor]	-1%
Luc counter	.	1%	.	-4%	4%	-1%
RGS12 GoLoco inh	10%	5%	4%	7%	-6%	4%

Part of the list above in order of molar mass, smallest number first.
(19) Cc1nc(SCC(=O)O)n[nH]1
(15) CCN(CC)CCC(=O)c1ccc(F)cc1
(18) Cc1cc(Nc2cccc(C(F)(F)F)c2)n2nc(C)nc2n1
(22) Cc1c(Br)cc(C(=O)NCc2ccco2)c(C)c1C
(24) C=CCNC(=S)/C(=C(/[O-])c1ccc([N+](=O)[O-])cc1)[n+]1ccccc1
(16) CCc1nnc(NC(=O)CCN(c2ccc(C)cc2)S(=O)(=O)c2ccccc2)s1
(14) Cn1c(CCN2CCN(c3ccc(F)cc3)CC2)nc2cc(NC(=O)c3ccco3)ccc21
(23) CCc1ccc(OCC(O)CN2CCC(CN3C(=O)c4cccc5cccc(c45)C3=O)CC2)cc1 (stereo not given)

compound no.	19	15	18	22	24	16	14	23
Epigenetic reg	0.0%	0.2%	0.0%	-1.0%	-1.4%	-1.3%	-1.1%	-0.9%
NPSR antag	-36%	-20%	-9%[46.1 µM]	-8%[46.1 µM]	5%	9%	-17%[46.1 µM]	-43%
KDM4E inh	-7%	2%	-3%	6%	22µM*	-1%	-4%	-3%
IMPase Li inh	.	8%	22%[38.3 µM]	31%[activator][38.3 µM]	7%	-15%	-1%[38.3 µM]	16%
RECQ1 inh	-6%	16%	-3%	-4%	-8%	-18%	-1%	-19%
SMN2 splice up	.	.	25%	21%	-1%	-11%	-42%[inhibitor]	-51%[inhibitor]
Luc counter	.	-3%	2%	-4%	-1%	-1%	-5%	4%
RGS12 GoLoco inh	10%	2%	-3%	7%	4%	-19%	4%	-6%

Continuation:
(25) O=C(NCCCN1CCOCC1)c1cc2c(s1)CCCC2
(26) Cc1nc2c(cc1C(=O)N/N=C/c1ccc(O)c(O)c1)c(=O)n(C)c(=O)n2C
(27) COc1ccc(NC(=O)C/C(C)=N/NC(=O)c2cnccn2)cc1
(28) O=C1C[C@H]2C(=O)[C@@H]1[C@@H](C(=O)O)[C@H]2C(=O)O
(29) Cc1oc(-c2ccc(C(F)(F)F)cc2)nc1CN(Cc1ccccn1)C[C@@H]1CCC(=O)N1
(30) CSc1ncccc1C(=O)Nc1ccc(F)c(F)c1F

compound no.	25	26	27	28	29	30
Epigenetic reg	-1.9%	-1.6%	2.3%	.	-1.0%	3.0%
NPSR antag	7%[46.1 µM]	12%	8%	.	5%	-1%
KDM4E inh	-8%	?	30%	.	-15%	-4%
IMPase Li inh	27%[38.3 µM]	8%	3%	-4%	11%	-7%
RECQ1 inh	5%	-5%	3%	.	-1%	0%
SMN2 splice up	25%	16%	22%	-8%[9.22 µM]	.	-14%
Luc counter	-1%	-1%	0%	2%[7.66 µM]	-1%	1%
RGS12 GoLoco inh	11%	-14%	12%	6%[14.2 µM]	-12%	-2%

(31) CCC(=O)OCc1c(C(F)(F)F)nn(C)c1Sc1ccc(F)cc1
(32) c1ccc(N2CCN(c3ncnc4scc(-c5cccs5)c34)CC2)cc1
(33) COc1ccccc1NS(=O)(=O)c1cccc(NC(=O)c2cc3ccccc3oc2=O)c1
(34) COc1ccc(-c2c(C#N)c(SCc3c(C)noc3C)nc3c2C(=O)CC(C)(C)C3)cc1
(35) Cc1cccc(NC(=S)/N=C(\N)Nc2nc(C)c3cc(C)ccc3n2)c1
(36) COC(=O)/C(=C\Nc1cccc(Cl)c1C)c1ncc(C(F)(F)F)cc1Cl

compound no.	31	32	33	34	35	36
Epigenetic reg	-0.9%	-3.2%	0.0%	-0.9%	0.0%	2.1%
NPSR antag	-13%[46.1 µM]	-16%[46.1 µM]	-9%	-14%[46.1 µM]	-6%[46.1 µM]	-6%[46.1 µM]
KDM4E inh	-2%	7%	-7%	-2%	-6%	-6%
IMPase Li inh	13%[38.3 µM]	34%[38.3 µM]	0%	-6%	.	18%[38.3 µM]
RECQ1 inh	-9%	-2%	27%	-6%	-10%	i
SMN2 splice up	-16%	-56%[inhibitor]	14µM*	-19%	.	-11%
Luc counter	-4%	-3%	-17%	3%	.	-2%
RGS12 GoLoco inh	-1%	4%	0%	-1%	.	4%

(37) Cc1nc(SCC(=O)NCc2cccs2)nc(C)c1C
(38) O=C(Nc1ccc(-c2noc(-c3ccccc3F)n2)cc1)c1cccs1
(39) N/C(=N\OC(=O)CCCN1C(=O)c2ccccc2C1=O)c1ccccn1
(40) Cc1ccc(C(C(=O)NC2CCCC2)N(C(=O)c2csnn2)C2CCCC2)o1 (stereo not given)
(41) CN1/C(=C/C(=O)c2nc(S(C)(=O)=O)ncc2Cl)C(C)(C)c2ccccc21
(42) CCCS(=O)(=O)c1nc(S(=O)(=O)c2ccc(C)cc2)c(NCCN2CCOCC2)s1
(43) c1ccc(CSc2ncnc3sccc23)cc1
(44) CCOC(=O)c1nnsc1Nc1ccc(C)c(C)c1

compound no.	37	38	39	40	41	42	43	44
Epigenetic reg	-0.4%	0.0%	1.1%	-5.7%	-1.0%	-0.1%	-4.3%	0.0%
NPSR antag	3%	?	5%	-9%[46.1 µM]	5µM*	-2%[46.1 µM]	-13%	-2%
KDM4E inh	7%	?	7%	7%	-5%	4%	7%	-30%
IMPase Li inh	0%	?	5%	.	21%[38.3 µM]	10%[38.3 µM]	10%	-3%
RECQ1 inh	-1%	-3%	i	-13%	-13%	i	i	-6%
SMN2 splice up	15%	14µM*	9%	.	.	8%	-4%	9%
Luc counter	1%	-6%	-1%	.	-2%	0%	-1%	-1%
RGS12 GoLoco inh	-7%	-2%	12%	.	12%	3%	7%	0%

Not all compounds are listed; rates above refer to the full screens.
